# PfGluPho inh – PfG6PD (Plasmodium falciparum) enzyme inhibition; PfGluPho enzyme, NADPH resazurin-diaphorase fluorescence; inhibition, % at 20 µM; hit rate 0.78% among 350,000; AID 504690;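 active = inhibition reaching at least a set limit at 20 µM in the primary screen, cut at about 59% in these data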;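 note: 0% = DMSO wells with substrate and 100% = DMSO wells lacking glucose-6-phosphate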
# APOBEC3A inh – human APOBEC3A DNA deaminase inhibition | P31941 | recombinant A3A, FAM/TAMRA ssDNA deamination fluorescence | inhibition, % at 20 µM | hit rate 0.41% among 330,000 | AID 493011;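 active = at least 40% inhibition at 20 µM here, with at most 30% in a related deaminase screen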;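 note: plate controls were A3A with DMSO for no effect and wells lacking A3A enzyme for full effect; some results filed as inactive read as strong as hits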
# HKDC1 inh – inhibitors of human hexokinase HKDC1 | Q2TB90 | recombinant HKDC1, G6PDH/diaphorase resazurin coupled fluorescence | inhibition, % at 20 µM | hit rate 0.16% among 340,000 | AID 493160;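 active = inhibition above about 35% when tested at 20 µM, limit read from the data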;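 note: plate controls were DMSO wells with enzyme for no effect and DMSO wells lacking enzyme for full effect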
# Target sequence (Q2TB90 whole entry, looked up): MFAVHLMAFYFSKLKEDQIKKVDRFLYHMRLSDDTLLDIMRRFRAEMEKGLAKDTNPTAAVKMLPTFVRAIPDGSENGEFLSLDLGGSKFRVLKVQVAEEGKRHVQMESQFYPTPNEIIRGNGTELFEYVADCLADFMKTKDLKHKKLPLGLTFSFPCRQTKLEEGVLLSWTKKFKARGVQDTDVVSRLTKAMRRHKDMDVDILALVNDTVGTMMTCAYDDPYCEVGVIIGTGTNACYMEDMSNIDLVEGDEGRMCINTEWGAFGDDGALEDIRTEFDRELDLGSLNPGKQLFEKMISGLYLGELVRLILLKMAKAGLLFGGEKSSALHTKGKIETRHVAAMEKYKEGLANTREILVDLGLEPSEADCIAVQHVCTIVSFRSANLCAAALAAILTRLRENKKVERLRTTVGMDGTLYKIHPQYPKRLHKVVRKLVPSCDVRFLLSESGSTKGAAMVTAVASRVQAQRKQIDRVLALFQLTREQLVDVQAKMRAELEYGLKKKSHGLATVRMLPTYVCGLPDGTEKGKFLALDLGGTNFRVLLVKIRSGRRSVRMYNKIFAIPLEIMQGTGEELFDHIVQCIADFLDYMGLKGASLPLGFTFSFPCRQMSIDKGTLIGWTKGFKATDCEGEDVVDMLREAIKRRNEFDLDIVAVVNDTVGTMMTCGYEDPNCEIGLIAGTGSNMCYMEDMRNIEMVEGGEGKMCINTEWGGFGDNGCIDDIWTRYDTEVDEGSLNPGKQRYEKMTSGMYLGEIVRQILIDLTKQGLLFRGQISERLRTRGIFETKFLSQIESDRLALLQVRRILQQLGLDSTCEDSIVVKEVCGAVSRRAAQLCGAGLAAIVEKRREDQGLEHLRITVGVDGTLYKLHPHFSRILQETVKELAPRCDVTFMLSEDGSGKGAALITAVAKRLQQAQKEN
#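 Assay system – recombinant HKDC1 (HK5) hexokinase enzyme, produced in-house · Input – HKDC1 at 5 µg/mL · Reagent – glucose plus 1 mM ATP as hexokinase substrates · Timing – 90 min reaction incubation at room temperature, dark · Measured by – G6PDH/diaphorase-coupled fluorescence, 1 mM NADP, 100 µM resazurin, 525/613 nm · Benchmarks – DMSO-enzyme wells negative, buffer-substituted wells positive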
# mIAP inh – blocks mouse intestinal alkaline phosphatase. hit rate 0.2% among 330,000. inhibition, % at 10 µM. purified mouse IAP, CDP-Star luminescence, 30 min;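 active = inhibition of at least 40% at 10 µM in the primary screen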;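 note: plate controls were DMSO with enzyme for no effect and no enzyme wells for full effect; values of inactives mirror those of a sister screen read the other way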
# ATG4B inhibitor – ATG4B (human) cysteine protease inhibition; hit rate 0.51% among 340,000; Q9Y4P1; AID 504462; ATG4B cleavage of LC3-PLA2, NBD-HPC fluorescence, 1 h; inhibition, % at 8.33 µM; in the data active = inhibition above about 40%
# hIAP act – human IAP activation; activation factor at 10 µM; purified human IAP, CDP-Star luminescence, 30 min; stronger effect = higher value; 1 = vehicle-only enzyme, 0 = enzyme-free background; AID 2524; hit rate 0.16% among 330,000; P09923;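 active = activation factor of the enzyme at least 2-fold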; note: the source names both 10 and 20 µM as test concentration; values of inactives mirror those of a sister screen read the other way
# hIAP inh – human IAP inhibition. P09923. AID 2544. purified IAP, CDP-Star luminescence, 30 min. inhibition, % at 10 µM. hit rate 0.12% among 330,000;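 active = inhibition reaching a set limit with compound at 10 µM in the primary screen, cut at about 35% in these data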;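 note: plate controls were DMSO wells with enzyme for no effect and no-enzyme buffer wells for full effect; values of inactives mirror those of a sister screen read the other way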
# mIAP act – mouse IAP activation; activation factor at 10 µM; muIAP, CDP-Star luminescence, 30 min; stronger effect = higher value; 1 = vehicle-only enzyme signal, 0 = enzyme-free wells; hit rate 0.24% among 330,000; AID 2805;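 active = activation factor of at least 2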; note: the source names both 10 and 20 µM as test concentration; values of inactives mirror those of a sister screen read the other way
#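 also added = chemiluminescent substrate CDP-Star | test system = mouse IAP enzyme | signal = chemiluminescence readout | compound = DMSO-dissolved test compounds | incubation = 30 min at room temperature | benchmarks = DMSO wells, no-enzyme wells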
# * marks the source's active call; other numbers are inactive results; . = no result given.
smiles	PfGluPho inh	APOBEC3A inh	HKDC1 inh	mIAP inh	ATG4B inhibitor	hIAP act	hIAP inh	mIAP act
O=S(=O)(NCCOCC(F)(F)F)c1ccc2oc3ccccc3c2c1	6	-1	6	-5	-14	1.3	-35	1
O=C(NCCc1ccc2c(c1)OCO2)C1CCN(S(=O)(=O)c2ccc(Cl)cc2)CC1	8	-1	-6	-4	-13	1.1	-7	1
Cc1ccccc1NC(=O)c1cccc(N2C(=O)C3CCCCC3C2=O)c1 (configuration not stated)	-11	3	0	-13	7	1.1	-6	1.1
O=C1c2ccccc2C(Nc2ccc3c(c2)OCCO3)N1Cc1ccc2c(c1)OCO2 (configuration not stated)	-18	-6	2	8	2	1	0	0.92
Cc1cc(=O)oc2c(C)c(OCC(=O)NCCCN3CCCC3=O)ccc12	-3	-4	3	8	3	0.79	21	0.92
CC1=NN(C(=O)c2ccccc2-n2cccc2)C(O)(C(F)(F)F)C1 (configuration not stated)	-11	-1	-10	-11	0	1.1	-9	1.1
CCCCn1c(=O)[nH]c(=O)c2c1nc(-c1ccc(C(F)(F)F)cc1)n2C	1	-1	-5	14	5	0.94	6	0.86
CCn1c(SCC(=O)Nc2nccs2)nnc1-c1cc2cccc(OC)c2o1	6	2	-5	8	5	0.93	7	0.92
Brc1ccccc1-c1cnco1	-3	1	-5	12	3	1.1	-10	0.88
CC(=O)Nc1ccc(S(=O)(=O)NCc2ccc3c(c2)cc(C)n3C)cc1	44	0	7	16	-1	0.93	7	0.84
O=C(CCc1ccccc1)Nc1cc(Cl)ccc1O	21	-5	0	6	-10	0.91	9	0.94
O=C(Cc1ccc(Cl)cc1)NCc1nc(-c2ccccc2)no1	.	-1	.	-9	.	0.93	7	1.1
O=C(NC1CCN(C(=O)N2c3ccccc3Sc3ccccc32)CC1)c1ccco1	-19	-7	2	-9	6	0.99	1	1.1
O=C(CSc1ncccc1-c1nc2ccccc2[nH]1)NCc1ccco1	27	7	-7	10	11	1.1	-6	0.9
CCOC(=O)C1=CN(CC)S(=O)(=O)NC1CC (configuration not stated)	-3	4	2	-11	8	.	.	1.1
CCOC(=O)C1Nc2c(F)cc(C)cc2C2c3ccccc3CC12 (configuration not stated)	23	2	2	8	2	1.1	-14	0.92
O=C1OCc2cc(NC(=O)C34CC5CC(CC(C5)C3)C4)ccc21	15	2	2	4	-10	1	-3	0.96
COc1ccc(C(NC(=O)c2ccc(-c3ccccc3)cc2)c2ccccc2)cc1 (configuration not stated)	-11	-5	-4	8	4	1	-5	0.92
CCCOc1ccc(S(=O)(=O)NCCCN2CCOCC2)c2ccccc12	6	-3	-1	-2	-12	1	-3	1
Cc1cc([N+](=O)[O-])nn1CC(=O)Nc1ccccn1	22	2	-14	9	4	1.1	-6	0.91
Cc1cc(C)n(C(=O)CNC(=O)C2COc3ccccc3O2)n1 (configuration not stated)	-2	5	-8	-2	-8	1.2	-24	1
COc1ccc(/C=N/Nc2nnc(Cc3ccccc3)c(=O)[nH]2)cc1	-9	7	-5	-1	1	1	0	1
COC(C/C=C\[C@H](O)[C@@H](C)OCc1ccccc1)OC	10	-4	-3	-3	1	0.92	8	1
Cc1nc2sc(C(N)=O)c(N)c2c2c1CCCC2	24	-2	2	6	-7	1	0	0.94
Cc1ccc(N2C(=O)N(CC(=O)Nc3cccc(Cl)c3)C(=O)C2C)cc1 (configuration not stated)	10	-1	5	1	-8	0.94	6	0.99
Cc1cc(C)nc(Nc2n[nH]c(C)n2)n1	-6	-1	-5	-8	-1	1.6	-65	1.1
CN(c1cccc(NC(=O)c2ccc(Cl)c(S(=O)(=O)Nc3ccccc3)c2)c1)S(C)(=O)=O	-17	-3	-4	13	-7	0.83	17	0.87
COc1ccc(NC(=O)CCSc2cc(C)c3ccccc3n2)cc1	-4	2	2	3	4	0.99	1	0.97
CCOc1ccc(N/C(N)=N/c2nc(C)c(C)c(=O)[nH]2)cc1	19	3	-4	0	-12	1.3	-33	1
Cc1ccc(S(=O)(=O)N2CCCCC2)cc1NC(=O)CSc1nnc(C2CC2)n1N	11	4	-2	0	-7	1.1	-10	1
CCN(CC(=O)Nc1c(F)cccc1F)C(=O)c1ccc2c(=O)n3c(nc2c1)CCC3	-2	0	-4	8	1	1.1	-8	0.92
CCOc1ccc(NC(=S)N(CC)Cc2ccccc2)cc1	.	-4	.	-5	.	1.1	-7	1.1
Cn1c(=O)[nH]c(=O)c2c1nc(N(CCO)Cc1ccccc1)n2Cc1ccccc1Cl	3	-2	-4	-9	-7	0.97	2	1.1
COc1ccc(OCC2CNC(=O)O2)cc1 (configuration not stated)	-9	0	-12	-16	5	1	-3	1.2
O=C(N[C@@H](Cc1ccccc1)C(=O)N1CCC2(CC1)NCCc1[nH]cnc12)c1cccc(Br)c1	-1	0	-3	-4	-2	1.1	-10	1
Cn1ncc2c(O/N=C(\N)c3ccc(C(C)(C)C)cc3)ncnc21	32	-2	7	-9	-22	0.92	8	1.1
C1=CC2=NC34CCCCC3CC3=C(CCCC3)N4C2=CC1=NC1CCCCC1 (configuration not stated)	16	-1	10	0	-2	0.99	1	1
COc1ccccc1NC(=O)NCCN1CCN(c2cccc(Cl)c2)CC1	-17	2	0	-16	-6	1.2	-25	1.2
COc1ccc(-c2nnc(-c3ccc(F)cc3)o2)cc1	3	-10	-3	0	1	0.92	8	1
O=c1cc(-c2ccc(O)c(O)c2)oc2cc(O)c(C3OC(CO)C(O)C(O)C3O)c(O)c12 (configuration not stated)	12	0	0	35	-28	0.89	12	0.65
Fc1cccc(-c2cc3nc4c(c(NCc5ccco5)n3n2)CCCC4)c1	46	-2	16	-2	-7	0.78	22	1
O=C(OCc1cccc([N+](=O)[O-])c1)c1cccnc1Cl	3	-4	-5	2	-14	0.89	11	0.98
COc1ccccc1CCNC(=O)c1ccoc1C	-2	-4	6	11	1	1	0	0.89
CN(C(=O)c1cc(COc2ccc(F)c(F)c2)on1)C1CCOC1 (configuration not stated)	-2	-5	-6	-2	1	1.1	-13	1
O=Cc1nc(-c2ccc(Cl)cc2)n2ccccc12	-4	-5	6	2	5	0.99	1	0.98
Cc1ccoc1C(=O)N1CCCC(CCC(=O)N2CCN(c3ccccn3)CC2)C1 (configuration not stated)	-14	1	-1	3	5	1	-5	0.97
CCOC(=O)C(CC)Sc1ncnc2c1nnn2-c1ccc(F)cc1 (configuration not stated)	-20	0	-5	5	0	1.1	-8	0.95
CCOc1ccc(C(C(=O)NC2CCCC2)N(Cc2ccccc2)C(=O)c2nsc(Cl)c2Cl)cc1 (configuration not stated)	8	-4	6	-4	1	1.1	-11	1
CCOC(=O)c1c(NC(=O)c2cc(-c3ccc(O)cc3)on2)sc(C(C)=O)c1C	34	4	32	14	-8	1.1	-12	0.86
CC1CCN(C(=O)CN2C(=O)C(C)(C)Oc3ccc(C(=O)NC4CCCC4)cc32)CC1	4	-1	1	-4	-10	0.92	8	1

# Further entries follow.
smiles	PfGluPho inh	APOBEC3A inh	HKDC1 inh	mIAP inh	ATG4B inhibitor	hIAP act	hIAP inh	mIAP act
CC(C)(C)c1ccc(NC(=O)COC(=O)C2CCCC2)cc1	20	-3	0	-25	-2	0.87	13	1.3
COc1ccc(NC(=O)c2ccc3nc[nH]c3c2)cc1	-8	3	8	4	2	1	-4	0.96
O=C(O)CCCNS(=O)(=O)/C=C/c1ccccc1	-6	-1	-9	6	5	0.86	14	0.94
CSCCC1NC(=O)NC1=O (configuration not stated)	12	-4	-5	1	-4	1	-4	0.99
Cc1ccc(-c2nnc(C)c(N3CCCC3)n2)cc1	-3	2	-6	-2	-3	0.97	3	1
CCN(CC(=O)Nc1c(F)cccc1F)C(=O)CSCC(=O)Nc1cc(C)on1	-13	-1	0	9	5	1.1	-13	0.91
COc1ccc(C(=O)NNC(=O)c2ccc(S(=O)(=O)N3CCOCC3)cc2)cc1	-4	0	-4	2	-1	1	-2	0.98
O=C(N/N=C/C=C/c1ccccc1)c1cccnc1	-2	-6	-1	-19	2	1.3	-29	1.2
COc1ccc(C(=O)Nc2ccc(/C(C)=N/NC(=O)c3ccccc3O)cc2)cc1OC	3	3	-12	5	-4	0.93	8	0.95
Cc1c(C(=O)NCCCN2CCCC2=O)oc2c(Cl)cccc12	0	-5	-6	2	-9	0.97	3	0.98
CCN(CC(=O)Nc1ccc(NC(C)=O)cc1)C(=O)c1cc(C)on1	6	-1	-1	-3	-4	1	-2	1
O=C(CCC(=O)Nc1ccc(Cl)cc1Cl)N/N=C/c1ccc([N+](=O)[O-])o1	62*	-2	0	22	-14	0.88	12	0.78
COc1ccc(C2NC(=O)c3sc4nc(C)c(C(C)=O)c(-c5ccc(Cl)cc5)c4c3N2)cc1 (configuration not stated)	-4	4	3	1	-10	1.1	-6	0.99
COc1ccc(NC(=O)CSc2nnc3ccc(-c4ccccn4)nn23)c(OC)c1	8	-2	3	-3	-3	0.94	6	1
Cc1ccc(-c2ccccc2[C@@H]2C[C@H]3CN(C)C(=O)[C@]34CCCN24)o1	-6	-3	-1	4	-6	1.2	-19	0.96

# Some of these compounds in order of the ATG4B inhibitor value, low to high:
Molecule,ATG4B inhibitor
Cc1ccc(-c2nnc(C)c(N3CCCC3)n2)cc1,-3
COc1ccc(NC(=O)c2ccc3nc[nH]c3c2)cc1,2
O=C(O)CCCNS(=O)(=O)/C=C/c1ccccc1,5

# Filtered by structure: the compounds so far with a furan ring, fused or not.
smiles	PfGluPho inh	APOBEC3A inh	HKDC1 inh	mIAP inh	ATG4B inhibitor	hIAP act	hIAP inh	mIAP act
O=S(=O)(NCCOCC(F)(F)F)c1ccc2oc3ccccc3c2c1	6	-1	6	-5	-14	1.3	-35	1
CCn1c(SCC(=O)Nc2nccs2)nnc1-c1cc2cccc(OC)c2o1	6	2	-5	8	5	0.93	7	0.92
O=C(NC1CCN(C(=O)N2c3ccccc3Sc3ccccc32)CC1)c1ccco1	-19	-7	2	-9	6	0.99	1	1.1
O=C(CSc1ncccc1-c1nc2ccccc2[nH]1)NCc1ccco1	27	7	-7	10	11	1.1	-6	0.9
Fc1cccc(-c2cc3nc4c(c(NCc5ccco5)n3n2)CCCC4)c1	46	-2	16	-2	-7	0.78	22	1
COc1ccccc1CCNC(=O)c1ccoc1C	-2	-4	6	11	1	1	0	0.89
Cc1ccoc1C(=O)N1CCCC(CCC(=O)N2CCN(c3ccccn3)CC2)C1 (configuration not stated)	-14	1	-1	3	5	1	-5	0.97
Cc1c(C(=O)NCCCN2CCCC2=O)oc2c(Cl)cccc12	0	-5	-6	2	-9	0.97	3	0.98
O=C(CCC(=O)Nc1ccc(Cl)cc1Cl)N/N=C/c1ccc([N+](=O)[O-])o1	62*	-2	0	22	-14	0.88	12	0.78
Cc1ccc(-c2ccccc2[C@@H]2C[C@H]3CN(C)C(=O)[C@]34CCCN24)o1	-6	-3	-1	4	-6	1.2	-19	0.96

# Source: PubChem

# Rows were taken by chance, and some 2.4% of all compounds hit somewhere here.
